ALOX12 inh – inhibitors of human 12S-lipoxygenase ALOX12; P18054; purified 12hLO, xylenol orange hydroperoxide absorbance; Potency, µM (titrated, usually from 108 µM), inactives show at the top dose activity change, negative = inhibition, most hits filed as inhibitors; 580,000 compounds, 1.1% hits; AID 1671190; further: on the % scale 0 is the no-effect control and ±100 the full control effect
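Purified human 12hLO (150 nM final) in 25 mM Hepes, 0.01% Triton X-100, pH 7.0 was preincubated 15 min at room temperature with compound. Then 40 uM arachidonic acid was added, 30 min. Hydroperoxide was read by Fe-XO absorbance ratio 573/405 nm.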
Vif-A3G inh – Vif-A3G binding inhibition | AID 602310 | HeLa A3G-eYFP + Vif (tagged APOBEC3G with the HIV-1 protein that degrades it), YFP fluorescence, overnight | Q9HC16 | Potency, µM (highest dose often 46.1 µM), without a hit: at the highest dose activity, negative = active, most hits filed as inhibitors | 410,000 compounds, 0.076% hits;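 further: on the % scale 0 is the no-effect control and ±100 the full control effect; nearly all actives have a fitted effect of over 60% in size; hits raise eYFP signal because A3G escapes Vif-driven loss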
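HeLa cells stably expressing Vif and C-terminally eYFP-tagged A3G, seeded overnight at 37 deg C, then exposed to compound by pintool overnight at 37 deg C. Rise in yellow fluorescence (Ex 488/Em 500-530, Acumen) marks blocked Vif-driven A3G degradation.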
TrxR1 inh – rat TrxR1 inhibition; O89049; recombinant rTrxR1, NADPH fluorescence consumption, selenite substrate; Potency, µM (top dose mostly 114 µM), for inactives: at the top dose activity change, negative = inhibition, usual class: inhibitors; 390,000 compounds, 1% hits; AID 588453; further: on the % scale 0 is the no-effect control and ±100 the full control effect; nearly all actives have a fitted effect of over 65% in size
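Rat TrxR1 (90 nM in the dispensed reagent) was pre-reduced with 400 uM NADPH for 5 min at room temperature, then incubated with compound for 15 min. After 400 uM selenite was added, NADPH fluorescence (Ex 340/Em 450 nm) was followed for 8 min.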
RXFP1 agonist – agonists of human relaxin receptor RXFP1. 370,000 compounds, 0.3% hits. Potency, µM (doses to about 57.5 µM), inactives show at the top dose activation, hits mostly activators. HEK293T-RXFP1 cAMP TR-FRET, 30 min; response scale: percent of porcine relaxin response, buffer zero. Q9HBX9; further: on the % scale 0 is the no-effect control and ±100 the full control effect; nearly all actives have a fitted effect of over 60% in size; many of its hits are not listed in these tables
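Agonist response is measured as cAMP accumulation in an RXFP1-transfected HEK293T line under PDE4 inhibition. Values are scaled between buffer-only and 29 nM porcine relaxin, and EC50s come from standard Hill equation fits.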
mIDH1 inhibitor – blocks human mutant IDH1 R132H enzyme; O75874; IDH1-R132H enzyme, NADPH consumption, diaphorase/resazurin fluorescence; Potency, µM (titrated, usually from 76.6 µM), for the others: at the top dose activity change, negative = inhibition, actives largely listed as inhibitors; 390,000 compounds, 0.093% hits; AID 602179; further: on the % scale 0 is the no-effect control and ±100 the full control effect; nearly all actives have a fitted effect of over 65% in size
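IDH1-R132H (0.5 ug/mL dispensed) in pH 7.5 Tris buffer was preincubated 30 min with compound, then given a substrate mix of 0.016 mM NADPH and 2 mM alpha-KG for 80 min at room temperature; remaining NADPH was read by diaphorase/resazurin fluorescence.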
RGS4 inh – inhibitors of human regulator of G protein signaling 4. AID 504845. 390,000 compounds, 0.039% hits. P49798. Transcreener GDP fluorescence polarization, RGS4-accelerated GTP hydrolysis. Potency, µM (doses to about 114 µM), for inactives: at the top dose activity change, negative = inhibition, hits mostly inhibitors; further: on the % scale 0 is the no-effect control and ±100 the full control effect; nearly all actives have a fitted effect of over 75% in size; some results filed as inactive show a strong effect at the top dose
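MLSMR compounds (23 nl, pin-transferred) preincubated 10 min at room temperature with a 500nM (2x) first reagent, then RGS4 at 900nM (2x) plus Transcreener GDP mix added; fluorescence polarization (620/688 nm) read before and after 90 min at 30 °C.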
USP1 inh – USP1/UAF1 (human) deubiquitinase inhibition; O94782; recombinant USP1/UAF1, Ub-Rhodamine cleavage fluorescence; Potency, µM (top dose mostly 57.1 µM), for inactives: top-dose activity change, negative = inhibition, usual class: inhibitors; 390,000 compounds, 0.23% hits; AID 743255; further: on the % scale 0 is the no-effect control and ±100 the full control effect; nearly all actives have a fitted effect of over 60% in size; inactives centre near -12
Target sequence (O94782 whole entry, looked up): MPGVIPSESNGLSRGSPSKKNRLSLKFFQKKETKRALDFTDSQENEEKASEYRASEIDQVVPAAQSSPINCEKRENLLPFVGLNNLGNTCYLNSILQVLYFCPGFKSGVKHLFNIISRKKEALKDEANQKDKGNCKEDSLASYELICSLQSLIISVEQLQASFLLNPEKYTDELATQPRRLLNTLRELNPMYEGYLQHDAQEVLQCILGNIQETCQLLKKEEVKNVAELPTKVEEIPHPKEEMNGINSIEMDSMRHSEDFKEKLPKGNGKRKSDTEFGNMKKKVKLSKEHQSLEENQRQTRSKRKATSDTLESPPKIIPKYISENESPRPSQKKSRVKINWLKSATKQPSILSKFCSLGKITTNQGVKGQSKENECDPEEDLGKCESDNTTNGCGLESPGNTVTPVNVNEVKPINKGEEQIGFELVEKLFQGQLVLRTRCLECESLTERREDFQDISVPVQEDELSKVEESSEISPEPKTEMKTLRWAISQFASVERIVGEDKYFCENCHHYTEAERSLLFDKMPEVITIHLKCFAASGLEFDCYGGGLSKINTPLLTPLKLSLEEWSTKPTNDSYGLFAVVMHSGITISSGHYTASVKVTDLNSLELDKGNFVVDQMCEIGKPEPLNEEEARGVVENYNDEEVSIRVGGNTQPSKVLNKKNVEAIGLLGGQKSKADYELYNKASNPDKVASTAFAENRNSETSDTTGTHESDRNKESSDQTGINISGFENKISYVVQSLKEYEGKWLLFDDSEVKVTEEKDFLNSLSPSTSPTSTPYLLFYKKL
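USP1/UAF1 complex at 1 nM was preincubated with compound for 15 min at room temperature, then Ub-Rho substrate (150nM final) was added. Fluorescence (480/540 nm) was read kinetically, 6 reads every 60 seconds.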
Vif-APOBEC3F blk – blocks the Vif interaction with APOBEC3F | AID 602313 | HeLa A3F-eYFP + Vif (tagged APOBEC3F with the HIV-1 protein that degrades it), YFP fluorescence increase | 390,000 compounds, 0.2% hits | Potency, µM (series often up to 46.1 µM), for the others: at the top dose activity, negative = active; further: % of control where 0% means no effect; nearly all actives have a fitted effect of over 65% in size
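HeLa cells stably expressing A3F-eYFP plus Vif, plated and incubated overnight at 37 deg C, then exposed to compounds overnight at 37 deg C. Blocked degradation read as raised yellow fluorescence (Ex 488/Em 500-530).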
TrxR1 substrate – is turned over as a substrate by rat TrxR1 | AID 588456 | purified TrxR1 substrate turnover, NADPH consumption readout | 390,000 compounds, 0.01% hits | Potency, µM (titrated, usually from 114 µM), for the others: at the top dose activity change, negative = substrate turnover | O89049; further: on the % scale 0 is the no-effect control and ±100 the full control effect; nearly all actives have a fitted effect of over 50% in size
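Rat TrxR1, dispensed at 90 nM, was prereduced with 400 uM NADPH (final) for 5 min at ~22 deg C, then incubated with compound 15 min before 400 uM selenite. A first-read NADPH fluorescence drop versus no-compound background flagged substrates.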
* hit, by the source's call; ? = inconclusive; · = not tested or not shown; [ ] = another dose, or the depositor's remark. The call rests on the fitted dose curve; in most records, active means well fitted curve in the direction sought with a large enough effect; inconclusive means small, poorly fitted or top-dose-only effect, or another doubt; inactive means no such curve, though single readings can be large; an effect the other way counts as inactive or inconclusive. Potency means the concentration at half of the fitted maximal effect.

SMILES	ALOX12 inh	Vif-A3G inh	TrxR1 inh	RXFP1 agonist	mIDH1 inhibitor	RGS4 inh	USP1 inh	Vif-APOBEC3F blk	TrxR1 substrate
Fc1ccc(-c2nnc(CN3CCC(c4nc5ccccc5s4)CC3)o2)cc1	21%	1%	25%[57.1 µM]	0.9%	4%	-10%	-9%	3%	1%[57.1 µM]
O=C(CNC(=O)C(c1ccccc1)c1ccccc1)N/N=C\c1cccc(O)c1	-1%	0%	13%	-1.8%	-4%	33%	-15%	-2%	1%
Cn1nnnc1SCC(=O)NC(=O)NCc1ccccc1	10%	5%	-6%	4.8%	-1%	-2%	-13%	-14%	-2%
COc1ccc(C)cc1NC(=O)CCCN1C(=O)NC(C)(C)C1=O	-9%	-4%	11%	-0.1%	-18%	6%	-14%	-3%	0%
Cc1cccc(N=c2c([N+](=O)[O-])nn(-c3ccc(Cl)cc3)n2O)c1	-13%	-2%	11%	-0.3%	6%	2%	-17%	-10%	4%
CC1CCCC(C)N1CC(O)COc1c(F)cc(Br)cc1F (stereo not given)	-27%	1%	24%[57.1 µM]	-0.9%	7%	-40%	-3%	?	-21%[57.1 µM]
CC1(C)OCC(C2CC(c3ccccc3)NS(=O)(=O)O2)O1 (stereo not given)	-8%	1%	23%[57.1 µM]	0.4%	-11%	12%	7%	0%	9%[57.1 µM]
CC(C)C(=O)Nc1cccc(-c2csc(-c3ccccc3)n2)c1	-7%	-20%	-10%	1.1%	1%	-1%	?	15%	-8%
Cn1c(SCC(=O)NCC2CCCO2)nnc1-c1c[nH]c2ccccc12 (stereo not given)	9%	0%	10%[57.1 µM]	-0.2%	-7%	5%	-1%	-2%	10%[57.1 µM]
C=CCn1c(C)cc(C(=O)COc2ccc(C)nc2[N+](=O)[O-])c1C	2%	-1%	-2%[57.1 µM]	0.0%	5%	-8%	-17%	-27%	6%[57.1 µM]
CCCCOc1ccc(N(CC(=O)NCc2ccco2)C(=O)CCC(=O)Nc2nccs2)cc1	-10%	-6%	29%[57.1 µM]	-0.4%	5%	-12%	-12%	5%	-15%[57.1 µM]
CCCCCCN1C[C@H](O)[C@@H](n2cc(-c3ccc(F)cc3)nn2)C[C@@H]1c1ccc(C)cc1	10%	1%	·	·	8%	·	-20%	-17%	·
O=C(Cn1cnc2c(NCc3ccccc3)ncnc21)NCc1ccccc1	13%	?	27%	·	-12%	0%	?	1%	2%
COc1ccc(CCNc2nc3ccccc3n3cnnc23)cc1OC	-4%	0%	8%	5.2%	-1%	-11%	-7%	2%	1%
COc1ccc(N2C(=O)CC(NC3CCCCNC3=O)C2=O)cc1 (stereo not given)	?	1%	21%[57.1 µM]	0.2%	1%	1%[11.4 µM]	-20%	3%	-2%[57.1 µM]
CCc1ccccc1NC(=O)C1c2ccccc2Oc2ccccc21	-10%	3%	36%	0.5%	-11%	22%	-1%	-12%	0%
CC(=O)Nc1ccc(S(=O)(=O)NCCc2ccccc2)cc1	-2%	0%	-6%	0.7%	-1%	-2%	-5%	-9%	7%[57.1 µM]
Cc1cccn2c3c(c(=O)nc12)C(c1ccc(F)cc1)CC(=O)N3 (stereo not given)	-17%	2%	59%[activator][57.1 µM]	6.8%	51%[activator]	23%	-4%	-1%	13%[57.1 µM]
N#C/C(=C\c1ccc([N+](=O)[O-])cc1)C(=O)NCCCn1ccnc1	-25%	-5%	?	0.0%	-2%	2%	-20%	-13%	0%
CN1CSC2=C(C#N)C(c3cccc(OCc4ccccc4)c3)CC(=O)N2C1 (stereo not given)	-12%	?	-40%	0.3%	11%	-111%	-20%	-13%	-1%[57.1 µM]
CC(=C/C(=O)O)/C=C/c1ccco1	?	?	28µM*	1.2%	-1%	-4%	0%	-6%	-12%
COc1ccc(C2NC(=O)CCC2[N+](=O)[O-])c(OC)c1OC (stereo not given)	0%	1%	36%[2.29 µM]	-2.3%	-3%	5%	-21%	-2%	6%
COC(=O)CCC(=O)NNC(=O)Cc1ccccc1	4%	0%	4%[57.1 µM]	3.4%	4%	-9%	5%	5%	-6%[57.1 µM]
COC(=O)c1c(-c2cc(C)ccc2C)csc1NC(=O)C1CC=CCC1C(=O)O (stereo not given)	-11%	3%	4%[57.1 µM]	18%	-3%	-16%	-19%	?	7%[57.1 µM]

Only part of the results is shown, so the mix of outcomes need not match the whole.
